Source: PubChem
RORg inh = inhibitors of mouse ROR gamma transcriptional activity; Drosophila S2 Gal4-RORgamma UAS-luciferase reporter, 20 h; AID 2551; 5.4% of 310,000 active; Potency, µM (series often up to 53.6 µM), inactives show top-dose activity change, negative = inhibition, hits mostly inhibitors; P51450; note: % is set by controls: 0 for no effect and ±100 for the full control effect; nearly all actives have a fitted effect of over 60% in size
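Schneider cells (Drosophila), stable Gal4 DBD–ROR gamma + UAS-luc; 1 hr cmpd preincubation; Cu2+ induction 700 uM final; 20 hr ambient; luminescence.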
NPC1 promoter act = activates the NPC1 promoter; Huh7 NPC1 promoter luciferase reporter, 24 h; Potency, µM (series often up to 9.22 µM), for the others: top-dose activation, hits mostly activators; 2.4% of 320,000 active; AID 485313;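 note: % of control where 0% means no effect; nearly all actives have a fitted effect of over 60% in size; reporter is driven by a mutant NPC1 promoter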
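Stable NPC1-promoter luciferase Huh7 line; cpd (DMSO) 24 h, 37 °C, 5% CO2; Amplite luciferase reagent 10 min RT; luminescence readout. qHTS format.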
uPA surface inh = cell surface uPA generation inhibition; AID 540303; cell surface uPA generation assay, qHTS; Potency, µM (doses to about 38.3 µM), for the others: at the highest dose activity change, negative = inhibition, actives largely listed as inhibitors; 0.31% of 330,000 active; active = well fitted inhibition curve with a large enough effect; inconclusive = small, poorly fitted or top-dose-only effect; inactive = no such curve, though single readings can be large or run the other way; tested in mouse RAW 264.7 cells; note: % is set by controls: 0 for no effect and ±100 for the full control effect; nearly all actives have a fitted effect of over 55% in size
BRCA1 expr act = BRCA1 expression activation. Potency, µM (titrated, usually from 46.1 µM), for the others: at the highest dose activation, actives largely listed as activators. 1.1% of 380,000 active. MCF7-BRCA1-FFLuc reporter, luminescence, 48 h; response scale: scaled: vehicle 0%, 10 µM genistein 100%; note: nearly all actives have a fitted effect of over 80% in size; some results filed as inactive show a strong effect at the top dose
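Reporter cells (MCF7, BRCA1 promoter-firefly luciferase) received library compounds across a concentration series for 48 h. End-point luminescence was measured and concentration-effect curves derived after normalization.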
Rab9 promoter act = Rab9 promoter activation. Huh7 Rab9 promoter-luciferase reporter, luminescence, 24 h. Potency, µM (top dose mostly 9.22 µM), for inactives: at the top dose activation, negative = inhibition, usual class: activators. 2.8% of 320,000 active. AID 485297; note: % of control where 0% means no effect; nearly all actives have a fitted effect of over 60% in size
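Promoter activation is measured as luciferase luminescence in Huh7 cells stably transfected with a Rab9 promoter–luciferase construct, following 24 h compound exposure at 37 °C and 10 min reagent incubation at ambient temperature.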
ELG1 genotoxic = genotoxicity induction in ELG1-luciferase HEK293T cells; HEK293T ELG1-luciferase reporter, luminescence, 16 h; Potency, µM (titrated, usually from 46 µM), without a hit: top-dose activity change, positive = activation, usual class: activators; AID 504466; 1.3% of 330,000 active; note: % of control where 0% means no effect; nearly all actives have a fitted effect of over 60% in size
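Genotoxicity was scored as increased ELG1-luciferase reporter signal, measured by ONE-Glo luminescence (30 min, room temperature). Compound or vehicle exposure of the HEK293T reporter cells lasted 16 hr at 37°C.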
MBNL1 CUG block = blocks human MBNL1 binding to CUG repeat RNA; Q9NR56; TR-FRET MBNL1-His/biotin-(CUG)12 binding, 665/545 ratio; AID 2675; Potency, µM (highest dose often 57.5 µM), for inactives: at the highest dose activity change, negative = inhibition, most hits filed as inhibitors; 0.036% of 280,000 active; active = well fitted inhibition curve with a large enough effect in the signal ratio, with a control signal flat, not every such curve was filed as active; inconclusive = small, poorly fitted or top-dose-only effect, or effect the other way, or a change in a side signal; inactive = no such curve, though single readings can be large or run the other way; the % refers to the signal ratio; note: % is set by controls: 0 for no effect and ±100 for the full control effect
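MBNL1-His + Biotin-(CUG)12, cpd titration 92 nM–58 uM; Tb anti-His Ab 0.055 ng/ul, SA-XL665 5 nM (final); 60 min RT; ratiometric 665/545 nm, Ex 340 nm; normalized to buffer and full-complex controls.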
FLuc modulator = counter-screen for miR-21 project: firefly luciferase inhibitors or activators. purified FLuc, Km substrates, luminescence inhibition. AID 588342. P08659. 6.9% of 360,000 active. Potency, µM (top dose mostly 57.5 µM), for the others: at the highest dose activity change, negative = inhibition, hits mostly inhibitors;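 note: plate controls were vehicle for no effect and reference inhibitor for full effect; nearly all actives have a fitted effect of over 55% in size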
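Biochemical qHTS of compounds, final roughly 60 µM downward over six points, against 10 nM purified firefly luciferase using Km concentrations of substrates (10 uM D-luciferin, 10 uM ATP) in Tris acetate pH 7.5 buffer; luminescence output.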
p53 reactivator = re-activators of mutant p53; AID 504706; 0.063% of 320,000 active; H1299 p53-A138V BP100-luciferase reporter, luminescence, 24 h; Potency, µM (doses to about 92.2 µM), inactives show at the top dose activity change, positive = activation, usual class: activators; note: % of control where 0% means no effect; nearly all actives have a fitted effect of over 45% in size
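p53-null H1299 cells stably carrying temperature-sensitive p53-A138V and a BP100-luciferase reporter were pinned with compounds (4-point, 1:5 series) and held 24 hrs at 37 deg C. Luminescence was read 10 min after detection reagent.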
MLL CXXC-DNA inh = blocks binding of human MLL CXXC domain to DNA; Potency, µM (titrated, usually from 115 µM), inactives show top-dose activity change, negative = inhibition, most hits filed as inhibitors; AID 2662; MLL-CXXC / FITC-HOXA9 DNA fluorescence polarization; 0.037% of 290,000 active; Q03164; active = well fitted inhibition curve with a large enough effect in the polarisation, with a control signal flat, not every such curve was filed as active; inconclusive = small, poorly fitted or top-dose-only effect, or effect the other way, or a change in a side signal; inactive = no such curve, though single readings can be large or run the other way; the % refers to the polarisation
Target sequence (Q03164 whole entry, looked up, the tested form may be a part): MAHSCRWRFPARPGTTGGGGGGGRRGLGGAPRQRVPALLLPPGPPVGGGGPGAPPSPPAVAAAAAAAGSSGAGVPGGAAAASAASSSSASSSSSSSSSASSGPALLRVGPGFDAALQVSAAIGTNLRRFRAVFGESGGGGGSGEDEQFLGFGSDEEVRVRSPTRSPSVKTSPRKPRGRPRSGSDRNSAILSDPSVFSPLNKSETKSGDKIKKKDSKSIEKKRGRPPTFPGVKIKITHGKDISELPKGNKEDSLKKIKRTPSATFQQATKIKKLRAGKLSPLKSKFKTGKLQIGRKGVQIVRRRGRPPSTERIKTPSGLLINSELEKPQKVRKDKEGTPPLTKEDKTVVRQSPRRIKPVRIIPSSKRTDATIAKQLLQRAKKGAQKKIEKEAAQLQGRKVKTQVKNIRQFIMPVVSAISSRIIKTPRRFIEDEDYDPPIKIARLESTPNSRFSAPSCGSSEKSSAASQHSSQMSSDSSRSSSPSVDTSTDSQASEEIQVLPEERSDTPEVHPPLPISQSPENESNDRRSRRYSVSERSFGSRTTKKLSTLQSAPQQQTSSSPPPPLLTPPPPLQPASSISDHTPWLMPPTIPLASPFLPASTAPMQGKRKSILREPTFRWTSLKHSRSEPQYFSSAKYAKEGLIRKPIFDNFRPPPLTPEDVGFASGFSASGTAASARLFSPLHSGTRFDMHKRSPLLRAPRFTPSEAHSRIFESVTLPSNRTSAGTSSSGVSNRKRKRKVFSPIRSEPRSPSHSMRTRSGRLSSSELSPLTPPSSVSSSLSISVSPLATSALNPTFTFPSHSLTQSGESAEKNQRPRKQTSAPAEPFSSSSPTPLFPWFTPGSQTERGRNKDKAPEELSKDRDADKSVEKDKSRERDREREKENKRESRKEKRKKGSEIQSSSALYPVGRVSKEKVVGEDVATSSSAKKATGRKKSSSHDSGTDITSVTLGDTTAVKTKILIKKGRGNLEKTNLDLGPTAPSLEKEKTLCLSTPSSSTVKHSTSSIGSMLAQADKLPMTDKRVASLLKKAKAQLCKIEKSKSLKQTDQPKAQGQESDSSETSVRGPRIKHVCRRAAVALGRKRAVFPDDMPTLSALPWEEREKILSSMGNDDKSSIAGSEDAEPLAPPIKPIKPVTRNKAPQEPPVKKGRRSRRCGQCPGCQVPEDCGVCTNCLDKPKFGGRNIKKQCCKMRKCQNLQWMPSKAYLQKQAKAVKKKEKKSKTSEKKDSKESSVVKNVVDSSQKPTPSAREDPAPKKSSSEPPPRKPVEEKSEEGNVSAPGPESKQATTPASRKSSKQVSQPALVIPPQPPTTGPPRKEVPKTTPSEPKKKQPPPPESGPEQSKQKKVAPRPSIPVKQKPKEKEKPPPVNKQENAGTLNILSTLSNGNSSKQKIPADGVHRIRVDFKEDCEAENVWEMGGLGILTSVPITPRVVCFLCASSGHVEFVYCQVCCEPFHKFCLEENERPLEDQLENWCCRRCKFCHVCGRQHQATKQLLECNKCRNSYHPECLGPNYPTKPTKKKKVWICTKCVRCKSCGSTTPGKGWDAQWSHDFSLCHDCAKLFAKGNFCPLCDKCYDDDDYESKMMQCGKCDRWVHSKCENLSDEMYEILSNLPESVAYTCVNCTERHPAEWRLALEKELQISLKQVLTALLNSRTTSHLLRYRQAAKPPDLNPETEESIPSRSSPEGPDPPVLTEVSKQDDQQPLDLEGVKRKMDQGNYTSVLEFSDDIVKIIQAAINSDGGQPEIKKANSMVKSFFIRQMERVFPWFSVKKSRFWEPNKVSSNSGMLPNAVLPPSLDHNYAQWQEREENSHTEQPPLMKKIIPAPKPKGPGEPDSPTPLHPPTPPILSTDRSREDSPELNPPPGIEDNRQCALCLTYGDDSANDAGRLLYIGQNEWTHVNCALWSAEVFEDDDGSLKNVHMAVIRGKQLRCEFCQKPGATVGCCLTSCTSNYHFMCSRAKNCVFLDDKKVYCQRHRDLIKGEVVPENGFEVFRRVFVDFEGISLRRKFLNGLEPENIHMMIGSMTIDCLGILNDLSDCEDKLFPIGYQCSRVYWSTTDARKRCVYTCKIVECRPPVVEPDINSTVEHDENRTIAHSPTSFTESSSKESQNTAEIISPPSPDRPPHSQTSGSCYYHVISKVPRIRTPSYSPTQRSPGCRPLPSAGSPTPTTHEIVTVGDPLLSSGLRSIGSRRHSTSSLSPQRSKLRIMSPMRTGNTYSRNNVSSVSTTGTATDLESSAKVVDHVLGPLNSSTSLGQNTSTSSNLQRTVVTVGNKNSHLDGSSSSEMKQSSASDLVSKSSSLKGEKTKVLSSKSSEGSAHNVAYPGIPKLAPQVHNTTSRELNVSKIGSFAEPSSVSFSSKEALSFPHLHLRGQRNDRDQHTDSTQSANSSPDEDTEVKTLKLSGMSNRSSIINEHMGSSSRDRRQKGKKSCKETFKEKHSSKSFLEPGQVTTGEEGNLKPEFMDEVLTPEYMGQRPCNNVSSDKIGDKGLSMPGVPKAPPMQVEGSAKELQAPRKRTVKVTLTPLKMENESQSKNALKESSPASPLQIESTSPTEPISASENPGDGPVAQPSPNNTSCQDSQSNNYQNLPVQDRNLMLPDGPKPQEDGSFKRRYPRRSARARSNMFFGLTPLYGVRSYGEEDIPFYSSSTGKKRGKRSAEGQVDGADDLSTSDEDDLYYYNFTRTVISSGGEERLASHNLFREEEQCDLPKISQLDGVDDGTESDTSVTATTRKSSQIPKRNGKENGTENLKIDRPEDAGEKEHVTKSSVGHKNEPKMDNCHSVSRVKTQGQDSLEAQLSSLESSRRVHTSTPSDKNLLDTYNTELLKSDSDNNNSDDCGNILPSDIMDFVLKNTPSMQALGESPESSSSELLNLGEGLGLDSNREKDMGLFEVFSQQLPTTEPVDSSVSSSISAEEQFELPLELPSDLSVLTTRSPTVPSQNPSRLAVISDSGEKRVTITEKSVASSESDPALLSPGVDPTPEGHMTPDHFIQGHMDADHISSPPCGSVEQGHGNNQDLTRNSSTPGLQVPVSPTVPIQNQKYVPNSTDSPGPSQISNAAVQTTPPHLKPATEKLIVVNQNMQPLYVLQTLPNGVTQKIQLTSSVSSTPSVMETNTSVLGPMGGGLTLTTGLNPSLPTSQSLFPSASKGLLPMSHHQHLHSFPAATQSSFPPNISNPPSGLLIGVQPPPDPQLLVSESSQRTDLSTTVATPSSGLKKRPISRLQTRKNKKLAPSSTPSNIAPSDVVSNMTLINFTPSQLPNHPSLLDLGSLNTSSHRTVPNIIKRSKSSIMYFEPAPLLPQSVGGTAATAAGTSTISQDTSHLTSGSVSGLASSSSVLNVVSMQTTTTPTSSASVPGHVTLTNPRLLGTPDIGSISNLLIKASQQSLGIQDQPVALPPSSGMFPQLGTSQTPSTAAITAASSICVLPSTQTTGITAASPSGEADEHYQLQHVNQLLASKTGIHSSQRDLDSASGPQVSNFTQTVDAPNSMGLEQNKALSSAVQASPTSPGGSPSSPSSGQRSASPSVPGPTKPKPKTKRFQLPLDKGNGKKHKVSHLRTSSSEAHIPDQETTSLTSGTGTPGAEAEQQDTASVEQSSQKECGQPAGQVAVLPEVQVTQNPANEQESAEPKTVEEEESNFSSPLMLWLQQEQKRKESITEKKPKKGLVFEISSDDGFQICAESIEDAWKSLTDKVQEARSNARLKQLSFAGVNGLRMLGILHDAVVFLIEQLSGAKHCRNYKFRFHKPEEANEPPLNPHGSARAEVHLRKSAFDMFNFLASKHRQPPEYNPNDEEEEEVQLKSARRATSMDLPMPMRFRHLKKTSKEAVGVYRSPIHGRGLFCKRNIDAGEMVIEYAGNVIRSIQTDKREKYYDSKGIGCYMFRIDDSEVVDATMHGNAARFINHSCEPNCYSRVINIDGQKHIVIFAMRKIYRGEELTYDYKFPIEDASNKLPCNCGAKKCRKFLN
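Purified MLL-CXXC (added from a 7 uM solution) was preincubated 5 min at ambient with pinned compounds in 50 mM Tris-HCl pH 7.5, 50 mM NaCl, 1 mM DTT, 0.05% BSA. Fluorescein-labeled HOX-A9 DNA (50 nM solution) followed, 30 min, then polarization read.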
VP16 counter = Gal4-VP16 reporter inhibition counter-screen; Potency, µM (top dose mostly 53.6 µM), inactives show top-dose activity, negative = inhibition, usual class: inhibitors; 3.5% of 310,000 active; Drosophila S2 Gal4-VP16 UAS-luciferase, luminescence, 20 h; AID 2546;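 note: Gal4-VP16 expression switched on by copper sulfate through the metallothionein promoter; % is set by controls: 0 for no effect and ±100 for the full control effect; nearly all actives have a fitted effect of over 50% in size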
* = called active by the depositor; ? = inconclusive; . = not tested or not shown; & = joins results of further samples; [ ] = another dose, or the depositor's remark. Unless noted, calls come from the whole dose curve; as a rule, active = well fitted curve in the direction sought with a large enough effect; inconclusive = small, poorly fitted or top-dose-only effect, or another doubt; inactive = no such curve, though single readings can be large; an effect the other way counts as inactive or inconclusive. Potency is the fitted concentration of half-maximal effect. A portion of the library; the hit share may differ from the screen's.

SMILES | RORg inh | NPC1 promoter act | uPA surface inh | BRCA1 expr act | Rab9 promoter act | ELG1 genotoxic | MBNL1 CUG block | FLuc modulator | p53 reactivator | MLL CXXC-DNA inh | VP16 counter
O=C1C(=O)N(CNc2cccnc2)c2ccccc21 | -5% | 2% | -19% | -5% | 11% | 0% | 24% | -1% | -7% | -3% | ?
COCCNC(=O)c1ccc(C)c(S(=O)(=O)Nc2ccc(C)cc2)c1 | 1% | 1% | . | -5% | 0% | 0% | 0% | 1% | -2% | 13% | -2%
COc1cc(/C=C2/C(=N)N3OC(C)=CC3=NC2=O)ccc1OCCOc1ccc(C)cc1 | -13% | 0% | 12% | 3% | 19% | 7% | 3% | 4% | -2% | -2% | -22%
O=C(c1csc2ccccc12)n1cccn1 | -8% | -2% | . | 15% | 1% | -6% | -18% | 2% | ? | 5% | ?
COC(=O)C(CCSC)NC(=O)CNS(=O)(=O)c1ccc(Br)cc1 (stereo not given) | 2% | -6% | 5% | -21% | -3% | -1% | -11% | 1% | 2% | -15% | -7%
Fc1ccc(NC(=S)NCCc2ccccn2)cc1 | 10µM* | 2% | 3% | 55% | -1% | 1% | 2% | -5% | 25% | -2% | ?
COc1cc(C2=NOC(C(=O)N3CCOCC3)C2)cc(OC)c1OC (stereo not given) | -12% | 0% | . | 1% | -5% | -1% | -3% | 4% | -7% | -4% | 0%
CCCOP(=O)(OCCC)C1(Nc2ccc(C)cc2)CCCCC1 | -19% | 2% | 13% | 0% | 3% | -6% | -26% | 9% | 5% | -6% | -12%
Cc1onc(-c2ccccc2Cl)c1C(=O)Nc1ccc(N2CCOCC2)cc1 | 1% | 2% | -2% | -1% | 2% | 1% | -4% | 1% | -4% | -2% | 0%
CCOc1ccc(NC(=O)CCNS(=O)(=O)c2cccs2)cc1 | ? | 7% | -2% | 15%&8% | 0% | -3% | -2% | 3%&-15% | 1% | -15% | 6%
COc1ccccc1-n1cc2c([N+](=O)[O-])cc([N+](=O)[O-])cc2n1 | -9% | 2% | -23% | 6% | 2% | 12% | ? | 2% | 8% | -30% | -37%
CCOc1ccc(OCc2cccc(C(=O)N3CCCC3)c2)cc1 | ? | 0.35µM* | ? | ? | 0.45µM* | 0.65µM* | 4% | 3µM* | ? | 1% | 0%
O=C(Nc1ccc(S(=O)(=O)Nc2nccc(C3Cc4ccccc4C(=O)O3)n2)cc1)c1ccccc1 (stereo not given) | -16% | 2% | . | 4% | 7% | 1% | 2% | 1% | 4% | -24% | 5%
CC(C)OC(=O)C1Cc2ccccc2CN1S(=O)(=O)c1cccs1 (stereo not given) | 9% | -4% | -8% | -1% | -2% | 0% | -1% | 0% | -2% | 1% | -6%
Cc1cccnc1NC(=O)CN1C(=O)c2ccccc2S1(=O)=O | . | 1% | 0% | 5% | -2% | 1% | . | -10% | -5% | . | .
Cc1sc2ncnc(SCC(=O)c3ccc(Cl)s3)c2c1C | 37% | 12% | . | . | 15% | 2% | 113%[activator] | 0% | 7% | -8% | -10%
CSc1nnc(C2CCCN(CC(=O)Nc3ccccc3N3CCOCC3)C2)n1C(C)C (stereo not given) | ? | -4% | 1% | -2% | 1% | -3% | -3% | -1% | -1% | 3% | -3%
Cc1ccc(NC(=O)CN(C)C(=O)CSc2nnc(NC(C)C)s2)cc1 | . | 12% | -3% | -4% | 2% | 4% | . | 0% | -6% | . | .
Cc1ccc(S(=O)(=O)Oc2cc(N)c3c(n2)CCC3)cc1 | 10% | -2% | -2% | -1% | 7% | 1% | -7% | 3% | ? | 1% | 3%
Cc1cc(C(F)F)n2nc(C(=O)Nc3cccc(C(F)(F)F)c3)nc2n1 | 7% | -4% | 4% | 1% | -8% | 0% | 2% | -3% | -6% | 6% | 1%
Cc1ccc(NC(=O)CCc2nnc(SCC(=O)Nc3ccccc3C)n2C)cc1Cl | 16% | -5% | 0% | 17% | -2% | 2% | -16% | 8% | -11% | 28% | -21%
CN(C)S(=O)(=O)c1ccc(NC(=S)NC(=O)c2cccs2)cc1 | 8.9µM* | 0% | 0% | 11% | 14% | -1% | 21% | ? | 1% | -1% | -82%
CSc1nn(CCc2ccncc2)c(=S)s1 | 27% | -1% | -2% | 11% | -7% | -2% | -1% | -1% | 22% | 16% | ?
CC(=O)Oc1ccc(C(=O)Nc2ccc(C3(C#N)CCCC3)cc2)cc1 | 0.35µM* | 1.3µM* | 10µM* | 10µM* | 2µM* | 5% | 28% | ? | -3% | 46%[activator] | 0.4µM*
COc1ccc(C)cc1NC(=O)CSc1nnc(-c2ccco2)n1N | -20% | 1% | -1% | -4% | 6% | -1% | 2% | 7% | -7% | 3% | -5%

Some of these compounds in order of their number in uPA surface inh, low to high:
Molecule	RORg inh	NPC1 promoter act	uPA surface inh	Rab9 promoter act	p53 reactivator	MLL CXXC-DNA inh
O=C1C(=O)N(CNc2cccnc2)c2ccccc21	-5%	2%	-19%	11%	-7%	-3%
Cc1ccc(NC(=O)CN(C)C(=O)CSc2nnc(NC(C)C)s2)cc1	.	12%	-3%	2%	-6%	.
Cc1ccc(S(=O)(=O)Oc2cc(N)c3c(n2)CCC3)cc1	10%	-2%	-2%	7%	?	1%

(further entries)
SMILES | RORg inh | NPC1 promoter act | uPA surface inh | BRCA1 expr act | Rab9 promoter act | ELG1 genotoxic | MBNL1 CUG block | FLuc modulator | p53 reactivator | MLL CXXC-DNA inh | VP16 counter
COCCN(C(=O)CSc1nc2ccccc2c(=O)n1CC(C)C)c1c(N)n(Cc2ccccc2)c(=O)[nH]c1=O | 26% | -12% | -4% | 0% | 9% | -9% | -1% | -9% | -7% | 14% | 10%
CCCN(CC(=O)Nc1cc(Cl)ccc1Cl)C(=O)c1ccc(N2CCCC2=O)cc1 | . | -1% | 4% | -12% | -1% | -7% | . | 5% | -4% | . | .
NC(=O)CNC(=O)[C@@H]1CC2(CC(c3cccc(Br)c3)=NO2)CN1C(=O)c1ccc(Br)cc1 (stereo not given in full) | ? | -1% | -8% | 0% | 1% | -3% | -12% | 2% | -5% | -3% | 0%
COc1ccc(-c2[nH]c(-c3ccc(C)cc3)nc2SCC(=O)NCc2ccco2)cc1OC | 1% | 8% | 1% | -18% | -1% | 2% | ? | -5% | -6% | 0% | 1%
CCOC(=O)/C=C/C(=O)OCC(=O)NC(c1ccccc1)c1ccccc1 | ? | -5% | -12% | -3% | -4% | 1% | 1% | 2% | 5% | 19% | -24%
O=C(/C=C/c1ccccc1Cl)Nc1ccc(Cl)cn1 | ? | ? | 8% | 70% | 1.1µM* | ? | -14% | -6% | 0% | 16% | 5%
COc1ccc(N2CCN(C(=O)c3cc4cc(Cl)ccc4[nH]3)CC2)cc1 | -4% | -3% | 8% | 3% | 7% | -3% | 7% | -13% | 5% | -14% | -12%
O=C(Nc1ccnn1C1CCN(CC(O)CO)CC1)C1CCCC1 (stereo not given) | -7% | -1% | 13% | -12% | 1% | -2% | -5% | 0% | -5% | 15% | -1%
Cc1c(NC(=O)Nc2ccccc2)cccc1[N+](=O)[O-] | 5% | 0% | -2% | -27% | -9% | -1% | 3% | ? | 14% | 14% | 24%
O=C(Nc1ncc(C(F)(F)F)cc1Cl)c1ccc(S(=O)(=O)N2CCOCC2)cc1 | -30% | -5% | 2% | -2% | 3% | -2% | -4% | 2% | 0% | 5% | -7%
CCOC(=O)C1CCCN(S(=O)(=O)Cc2ccc(Cl)cc2)C1 (stereo not given) | . | 0% | 2% | -3% | -4% | 0% | -3% | -1% | . | -1% | .
O=C(CSc1nnc2ccc(-c3ccc(F)cc3)nn12)NCC1CCCO1 (stereo not given) | . | 6% | -1% | -8% | 0% | 1% | . | -1% | -3% | . | .
COCCn1c(SCC(=O)Nc2ccccc2F)nnc1-c1ccoc1C | -2% | -1% | -2% | -3% | -4% | -3% | 1% | 1% | -3% | -5% | -18%
O=C(NCc1ccncc1)c1cc(C(=O)C2CC2)c[nH]1 | -18% | -3% | 24% | -3% | -6% | 4% | -5% | -1% | 1% | 1% | 10%
Cc1nn(CC(=O)OCC(=O)Nc2ccccc2[N+](=O)[O-])c(C)c1[N+](=O)[O-] | -9% | 2% | 18% | 9% | 0% | 0% | ? | -2% | 2% | 11% | -10%
COC(=O)c1[nH]c2cccc(OC)c2c1NC(=O)CN1CC(C)OC(C)C1 (stereo not given) | -17% | -3% | 3% | 0% | 2% | 3% | 7% | 2% | -2% | 20% | -3%
CCOCCCNC(=O)c1ccc(CS(=O)(=O)Cc2ccccc2F)o1 | -22% | -2% | 5% | -13% | -2% | -1% | 0% | -1% | 7% | -9% | 1%
